# Compound activity as filed in PubChem BioAssay.
# AmpC no deterg: inhibitors of E. coli AmpC beta-lactamase without detergent | P00811 | AmpC nitrocefin hydrolysis, absorbance 480 nm, 0.0001% Triton | Potency, µM (top dose mostly 57.1 µM), without a hit: at the highest dose activity change, negative = inhibition, usual class: inhibitors | 0.52% of 330,000 active | AID 485341;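 further: potency means the concentration at half of the fitted maximal effect; plate controls were no compound for no effect and no enzyme for full effect; nearly all actives have a fitted effect of over 20% in size; some results filed as inactive show a strong effect at the top dose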
# Target sequence (P00811 whole entry, looked up): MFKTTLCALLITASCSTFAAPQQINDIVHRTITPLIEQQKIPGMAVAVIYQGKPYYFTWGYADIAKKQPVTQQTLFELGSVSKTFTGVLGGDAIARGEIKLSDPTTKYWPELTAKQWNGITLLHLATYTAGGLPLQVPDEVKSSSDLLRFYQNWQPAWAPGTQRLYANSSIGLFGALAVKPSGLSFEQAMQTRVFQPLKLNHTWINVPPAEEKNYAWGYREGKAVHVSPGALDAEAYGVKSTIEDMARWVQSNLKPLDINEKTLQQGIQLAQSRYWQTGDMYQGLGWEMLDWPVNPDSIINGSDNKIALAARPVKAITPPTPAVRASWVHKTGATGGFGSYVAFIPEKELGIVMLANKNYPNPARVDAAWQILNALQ
#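 AmpC (5.3 nM in the dispensed reagent) in 20 mM phosphate pH 7.0 with 0.01% (detergent screen) or 0.0001% Triton X-100 was preincubated with compounds for 15 min at room temperature. Nitrocefin was then added from an 800 uM solution, and hydrolysis was followed at 480 nm.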
# HCMV antiviral: inhibitors of human cytomegalovirus | HFF cells, HCMV-luciferase reporter, 72 h; active compounds read low | activity change, negative = inhibition, % at 57.5 µM | 4.5% of 410,000 active; in the data active means activity change below about -60%; inconclusive means no clear call, values can overlap the other calls; inactive means above about -39%
#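 HFF cells seeded 16 h at 37C, treated with compounds, infected with luciferase-reporter HCMV at MOI 1 PFU/cell; luciferase read at 72 h post infection, normalized to buffer-only and Salinomycin controls.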
# Tb PYK inh: T. brucei pyruvate kinase inhibition; Q57TT1; TbPYK enzyme, Kinase-Glo Plus ATP luminescence, 45 min; Potency, µM (top dose mostly 76.8 µM), without a hit: at the highest dose activity, negative = inhibition, hits mostly inhibitors; 0.12% of 410,000 active; further: potency means the concentration at half of the fitted maximal effect; nearly all actives have a fitted effect of over 50% in size
#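 ADP (130 uM final) triggers the TbPYK reaction after compound addition; incubation is 45 min at room temperature. Kinase-Glo Plus is then added and luminescence imaged. Normalized data are fitted to concentration-effect curves.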
# HCV inh: blocks hepatitis C virus | Huh7.5.1 HCVcc-Cre infection, luciferase reporter, 44 h | Potency, µM (series often up to 41.8 µM), inactives show at the top dose activity change, negative = inhibition, most hits filed as inhibitors | 3.4% of 340,000 active | AID 651820; further: potency means the concentration at half of the fitted maximal effect
#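 Cells (1,000/well) were plated 4 h before compound, then infected with HCVcc-Cre virus (~0.5 moi). After 44 h further culture, infection was read as luciferase luminescence following a 15 min substrate incubation at room temperature.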
# LmPK inh: LmPK (Leishmania mexicana) enzyme inhibition; Potency, µM (top dose mostly 57.5 µM), for the others: at the top dose activity change, negative = inhibition, hits mostly inhibitors; AID 1721; 0.37% of 290,000 active; Q27686; purified LmPK, Kinase-Glo ATP luminescence, 1 h; further: potency means the concentration at half of the fitted maximal effect
# Target sequence (Q27686 whole entry, looked up): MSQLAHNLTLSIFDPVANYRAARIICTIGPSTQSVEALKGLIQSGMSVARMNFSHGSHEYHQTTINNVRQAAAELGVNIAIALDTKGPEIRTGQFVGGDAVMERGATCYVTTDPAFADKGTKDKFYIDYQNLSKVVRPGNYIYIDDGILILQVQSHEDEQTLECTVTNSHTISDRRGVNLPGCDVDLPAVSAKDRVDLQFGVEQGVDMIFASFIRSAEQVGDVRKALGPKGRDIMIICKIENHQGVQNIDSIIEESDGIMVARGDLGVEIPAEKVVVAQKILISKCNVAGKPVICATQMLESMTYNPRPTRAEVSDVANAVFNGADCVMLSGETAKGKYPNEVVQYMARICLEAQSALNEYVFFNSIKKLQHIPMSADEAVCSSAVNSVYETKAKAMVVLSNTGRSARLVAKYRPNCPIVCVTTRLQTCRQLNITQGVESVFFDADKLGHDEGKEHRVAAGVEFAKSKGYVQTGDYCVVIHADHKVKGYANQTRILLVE
#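 Pyruvate kinase activity monitored as ATP production (luciferase luminescence). Conditions: 0.1 nM enzyme, 0.5 mM PEP, 0.1 mM ADP, 1 h, RT; normalized against uninhibited and no-enzyme wells.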
# AmpC inh detg: inhibitors of E. coli AmpC beta-lactamase with detergent; P00811; AmpC hydrolysis of nitrocefin, absorbance 480 nm, 0.01% Triton; Potency, µM (doses to about 114 µM), inactives show at the highest dose activity change, negative = inhibition, hits mostly inhibitors; 0.041% of 370,000 active; AID 485294;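 further: potency means the concentration at half of the fitted maximal effect; 0% = no-compound wells and -100% = no-enzyme wells; nearly all actives have a fitted effect of over 25% in size; some results filed as inactive show a strong effect at the top dose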
#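 20 mM phosphate pH 7.0 + 0.01% (detergent screen) or 0.0001% Triton X-100; 5.3 nM AmpC reagent; cpd preinc 15 min RT; nitrocefin (800 uM stock) to start; A480 q20 s × 4 min; Activity was normalised to no-enzyme and no-compound control wells.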
# AMA1 RON2 block: AMA1-RON2 (P. falciparum) interaction inhibition; AlphaScreen AMA1-biotinylated RON2 peptide binding; Potency, µM (top dose mostly 58.2 µM), inactives show at the top dose activity change, negative = inhibition, actives largely listed as inhibitors; 0.2% of 360,000 active;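 further: potency means the concentration at half of the fitted maximal effect; 0% = vehicle wells and -100% = peptide control; nearly all actives have a fitted effect of over 45% in size; some results filed as inactive show a strong effect at the top dose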
#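 AMA1 (3D7) with his tag at 25 nM final met compounds first, then biotinylated RON2 peptide at 25 nM; detection used donor plus acceptor beads, 10 µg/mL apiece, read by AlphaScreen after 30 min at room temperature.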
# The depositor's hits bear a star; ? = inconclusive; nt = no result given; & = joins results of further samples; [ ] = dose if it differs, or a comment. Unless noted, the call rests on the fitted dose curve; in most records, active means well fitted curve in the direction sought with a large enough effect; inconclusive means small, poorly fitted or top-dose-only effect, or another doubt; inactive means no such curve, though single readings can be large; an effect the other way counts as inactive or inconclusive. Unless noted, on the % scale 0 is the no-effect control and ±100 the full control effect.
nr	mol	AmpC no deterg	HCMV antiviral	Tb PYK inh	HCV inh	LmPK inh	AmpC inh detg	AMA1 RON2 block
1	Cc1ccc(S(=O)(=O)Nc2nc3ccc(S(C)(=O)=O)cc3s2)cc1	-20%	?	7%	-11%	6%	?	4%
2	O=C(Nc1ccc(F)c(Cl)c1)C1CCN(C(=O)c2ccc(F)cc2)CC1	nt	?	-22%	nt	nt	7%	nt
3	COc1cc(/C=C/C(=O)O)cc(S(=O)(=O)N2CCc3ccccc32)c1OC	-28%	17	-1%	8%	0%	1%	-5%
4	CCOC(=O)c1c(NC(=O)CSc2nnnn2-c2ccc3c(c2)OCO3)sc(C)c1C	-16%	10	0%	?	5%	-15%	-1%
5	O=C(C[C@H]1C[C@H](C(=O)N2CCCCC2)[C@@]2(CCc3ccccc3)c3[nH]c4cc(-c5ccco5)ccc4c3CCN2C1=O)NCCC1=CCCCC1	5%	nt	-7%	-7%	nt	nt	-8%
6	Cc1cc(C)n(CCC(=O)N/N=C/c2ccc(O)cc2O)n1	-16%	-4	-3%	?	-3%	-5%	77%[activator]
7	COc1ccc(N2CCN(Cc3nc4c(c(=O)n(C)c(=O)n4C)n3C(C)C(C)=O)CC2)cc1 (stereo not drawn)	126%[activator]	-12	4%	-28%	1%	6%	1%
8	CCN(CC)S(=O)(=O)c1ccc(/C=C/C(=O)OCC(=O)NCc2ccco2)cc1	51%	-22	2%	1%	nt	nt	-5%[11.6 µM]
9	Cc1ccccc1OCC(=O)Nc1sc2c(c1C(=O)OC(C)C)CCCC2	nt	-5	-5%	nt	nt	16%	nt
10	CCCN1CCN(CC2=C(C(=O)OCC)C(c3ccc(Cl)cc3)NC(=O)N2)CC1 (stereo not drawn)	nt	-10	5%	nt	nt	3%	nt
11	COCCSc1nnc(NC(=O)c2ccc3c(c2)OCO3)s1	-16%	152	1%	5%	-1%	-3%	3%
12	O=C(COc1ccccc1)N=C1SC2CS(=O)(=O)CC2N1Cc1ccccc1 (stereo not drawn)	0%	-6	-4%	-16%	4%	-1%	4%
13	Cc1ccc(-c2cc(C(F)(F)F)c(C#N)c(SCCC#N)n2)o1	-32%	25	-9%	?	-11%	-7%	-5%
14	COc1ccc(C(=O)Nc2ccc(C(=O)Nc3cccc(C)c3)cc2)cc1	-16%	?	12%	?	1%	-6%	13%
15	Cc1onc(-c2ccccc2Cl)c1-c1nc(-c2ccccn2)no1	28%	-27	-4%	-9%	5%	-5%	15%
16	CC(C)(C)OC(=O)N[C@@H](Cc1ccccc1)C(=O)N1CCC(C(=O)NCC(=O)O)CC1	-11%	-35	-3%	16%	-4%	-1%	0%
17	S=C(NCC1CCCO1)NC1CCCCC1 (stereo not drawn)	-1%	-1	-6%	16%	-4%	7%	-1%
18	COc1ccc(C=O)cc1COc1ccc([N+](=O)[O-])c(C)c1	-30%	-22	1%	3%	-1%	4%	-11%
19	CCCCC(=O)Nc1cccc(NC(=S)NC(=O)COc2ccccc2Cl)c1	-35%	?	3%	-13%	-4%	?	19%
20	C/C(N)=C(/C#N)C(=O)CSc1nnnn1-c1ccccc1	-6%	4	1%	1%	11%	-1%	-4%
21	CCCc1[nH]nc2c1C(C1CC=CCC1)C(C#N)=C(N)O2 (stereo not drawn)	-8%	?	-8%	-14%	3%	-11%	11%
22	CCOC(=O)c1c(C)[nH]c(CCC(=O)Nc2cc(C)cc(C)c2)c1C	nt	63	1%	nt	nt	-2%	nt
23	O=C(OCCN1CCCCC1)c1c[nH]c2ccccc12	-24%	-36	5%	?	nt	-8%	2%
24	CCOc1ccc(NC(=O)CSc2nc(C)cc(C)n2)cc1	3%	-35	3%	?	3%	5%	0%
25	COC(=O)C1=CN(c2ccc(OC)cc2)C=C(C(=O)OC)C1c1ccc([N+](=O)[O-])cc1	118%[activator]	-2	4%	-3%	0%	-3%	2%
26	COC(=O)CSc1nnc(CNS(=O)(=O)c2ccc(Cl)cc2)n1C	-21%	-28	-13%	-1%	0%	-1%	10%
27	Cc1ccc(C)c(Nc2nc3c(S(=O)(=O)c4ccc(C(C)C)cc4)nnn3c3ccsc23)c1	nt	-71*	6%	nt	nt	-6%	nt
28	Cc1ccc(NC(=O)CCNS(=O)(=O)c2ccc3c(c2)oc(=O)n3C)c(C)c1	-3%	-10	3%	17%	2%	-9%	-2%
29	O=C(NCC1CCCO1)c1ccc2c(=O)n(Cc3cccc(Br)c3)c(=S)[nH]c2c1 (stereo not drawn)	-22%	-34	-5%	-24%	0%	2%	25%
30	CC(=O)c1c(C)[nH]c(C(=O)OCC(=O)Nc2nnc(-c3ccccc3)o2)c1C	-24%	-8	-2%	-6%	nt	4%	-25%
31	CCc1ccc(C(=O)NNC(=S)Nc2ccc(S(N)(=O)=O)cc2)s1	-35%	-27	-25%	-2%	6%	-3%	63%[activator]
32	CCc1ccc(NS(=O)(=O)c2ccc3[nH]cc(C(=O)N4CCCCCC4)c(=O)c3c2)cc1	nt	17	-2%	nt	nt	0%	nt
33	CCC(CC)C(=O)NCCc1ccc(OC)c(OC)c1	nt	44	-8%	-2%	-5%	1%	-4%
34	O=c1[nH]c(=S)[nH]c(O)c1C(c1ccccn1)c1c(O)[nH]c(=S)[nH]c1=O	-14%	-33	-29%	28%	1%	-16%	-6%
35	CCOC(=O)C1(CCOc2ccccc2)CCN(Cc2ccc(C#CCCO)cc2)CC1	120%[activator]	-12	1%	?	10%	-11%	-12%
36	CCOc1cc(C(=O)Nc2ccc(-c3nnc4n3CCCCC4)cc2)cc(OCC)c1OCC	nt	-6	-1%	nt	nt	16%	nt
37	CCOC(=O)C1CCN(C(=O)C2CCN(c3ncnc4c3nc3n4CCCCC3)CC2)CC1	110%[activator]	-25	-14%	-26%	5%	9%	0%
38	Cc1noc(C)c1COC(=O)COc1ccc(-c2ccccc2)cc1	9%	0	5%	-3%	3%	1%	10%
39	Cc1ccc(C(C)C)c(OC(C)C(=O)NCC2(N(C)C)CCCCC2)c1 (stereo not drawn)	nt	-39	2%	nt	nt	-10%	nt
40	COc1ccc(NC(=O)c2nnn(Cc3nc(-c4cc(OC)c(OC)c(OC)c4)oc3C)c2C)cc1Cl	nt	0	3%	nt	nt	1%	nt
41	CC[C@@]1(C(=O)OC)N[C@H](CN(C)C(C)=O)[C@@H]2C(=O)N(C)C(=O)[C@@H]21	-10%	-10	1%	18%	nt	nt	3%
42	CCCNS(=O)(=O)c1ccc(OCC(=O)NCC2CCCO2)cc1 (stereo not drawn)	-13%	0	-2%	14%	0%	-11%	0%
43	Cc1ccc(CSC2=Nc3ccccc3C3=NC(CC(=O)NC4CCCCC4)C(=O)N23)c(C)c1 (stereo not drawn)	nt	26	3%	nt	nt	6%	nt
44	CC(c1ccccc1F)n1cc(C(=O)NCCCn2ccnc2)nn1 (stereo not drawn)	-11%	-6	-7%	-7%	1%	-2%	-8%
45	Cc1cc(C)cc(N(CCC#N)C(=O)COC(=O)c2ccc(OCc3c(C)noc3C)cc2)c1	?	0	-2%	?	nt	?	2%
46	CC(C)c1ccc(OCC(=O)Nc2c(C(=O)c3ccc(F)cc3)oc3ccccc23)cc1	nt	-9	0%	nt	nt	0%	nt
47	COC(=O)c1ccc(NC(=O)CCN2C(=O)CSC2=O)cc1	2%	19	2%	15%	-2%	-1%	-6%
48	O=P(NC(c1ccccc1)c1ccccc1)(Oc1ccccc1)Oc1ccccc1	-35%	5	-1%	-3%	2%	-4%	-9%
49	S=c1[nH]nc(NC2CCCCC2)s1	nt	23	-26%	nt	nt	nt	150%[activator]
50	COCCNC(=S)N/N=C(\C)CCc1ccc2c(c1)OCO2	-15%	-67*	-4%	-20%	-14%	?	-25%
51	NC(=O)CCN1CCN(S(=O)(=O)/C=C/c2ccccc2)CC1	-7%	-1	-2%	1%	-7%	-12%	-16%
52	COCCNC(=O)C(c1ccc(C)o1)N(Cc1ccco1)C(=O)c1snc(C(N)=O)c1N (stereo not drawn)	3%	?	-9%	-25%	-3%	1%	13%
53	O=C(CN1C(=O)c2ccccc2C1=O)NCC1COc2ccccc2O1 (stereo not drawn)	-23%	40	-1%	6%&21%	0%	2%	47%[activator]
54	Cc1ccc(S(=O)(=O)N2CCC(C(=O)N[C@H](C(=O)NCc3ccco3)C(C)C)CC2)cc1	-34%	-16	-4%	13%	4%	-7%	15%
55	O=C(NCCCN1CCN(c2ccccc2F)CC1)C1COc2ccccc2C1 (stereo not drawn)	nt	-18	4%	nt	nt	?	nt
56	CC(C)Cn1nnc2c(=O)oc3ccccc3c21	-14%	-7	0%	31%[activator]	0%	-6%	9%
57	CCOC(=O)Cc1csc(NS(=O)(=O)c2ccc3ccccc3c2)n1	-9%	93	-12%	0%	0%	1%	16%
58	CCNc1nc(N)c(C(=O)C23CC4CC(CC(C4)C2)C3)s1	-25%	-14	9%	-7%	-2%	-12%	-21%
59	CCNC(=O)C1(C)CCN(C(=O)c2cc(F)cc(F)c2)C1 (stereo not drawn)	nt	11	4%	nt	nt	nt	5%
60	CCn1nnnc1SCC(=O)c1cc(Cl)ccc1OC	-3%	?	1%	-21%	0%	-1%	-2%

# Next section.
nr	mol	AmpC no deterg	HCMV antiviral	Tb PYK inh	HCV inh	LmPK inh	AmpC inh detg	AMA1 RON2 block
61	CCc1cc(=O)oc2cc(OCC(=O)NCCCN3CCCC3=O)c(Cl)cc12	29%	-22	3%	-17%	-5%	2%	-6%
62	CC(=O)c1cccc(Nc2ccc(Br)cc2)c1	nt	-2	-12%	nt	nt	nt	17%
63	Cc1ccc(S(=O)(=O)c2cc3c(=O)n4cccc(C)c4nc3n(Cc3ccco3)c2=N)cc1C	-18%	nt	nt	nt	2%	-3%	nt
64	Cc1ccccc1NC1C=CS(=O)(=O)C1 (stereo not drawn)	-8%	47	8%	0%	-1%	-14%	6%
65	COc1ccc(NS(=O)(=O)c2ccc(OCC(=O)N3CCCC3)cc2)cc1	1%	-26	-6%	-3%	0%	-12%	0%
66	O=C(NC1CCCC1)C1c2ccccc2OCC(=O)N1Cc1ccccn1 (stereo not drawn)	nt	2	0%	nt	nt	nt	31%[activator]

# Part of the list above, with each value named.
[65] COc1ccc(NS(=O)(=O)c2ccc(OCC(=O)N3CCCC3)cc2)cc1
- AmpC no deterg: 1%
- HCMV antiviral: -26
- Tb PYK inh: -6%
- HCV inh: -3%
- LmPK inh: 0%
- AmpC inh detg: -12%
- AMA1 RON2 block: 0%
[66] O=C(NC1CCCC1)C1c2ccccc2OCC(=O)N1Cc1ccccn1 (stereo not drawn)
- AmpC no deterg: nt
- HCMV antiviral: 2
- Tb PYK inh: 0%
- HCV inh: nt
- LmPK inh: nt
- AmpC inh detg: nt
- AMA1 RON2 block: 31%[activator]
